Compound activity: PubChem, Sanford-Burnham Center for Chemical Genomics
UBC13 polyUb: UBC13 polyubiquitin chain formation inhibitors, primary screen, biochemical, TR-FRET, uHTS; inhibition, % at 20 µM; hit rate 0.47% among 330,000; in the data active means inhibition above about 45%, passing the limit was not always enough
Target sequence (P61088 whole entry, looked up): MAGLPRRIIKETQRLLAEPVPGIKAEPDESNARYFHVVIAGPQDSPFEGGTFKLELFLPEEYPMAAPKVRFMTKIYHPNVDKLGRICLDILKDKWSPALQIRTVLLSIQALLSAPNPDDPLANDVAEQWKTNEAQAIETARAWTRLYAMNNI
HKDC1 inhibitor: HKDC1 hexokinase inhibitors, primary screen, biochemical, fluorescence, uHTS. AID 493160, 2011. hit rate 0.16% among 340,000. recombinant HKDC1, G6PDH/diaphorase resazurin coupled fluorescence. Q2TB90. inhibition, % at 20 µM;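 active means inhibition above about 35% when tested at 20 µM, limit read from the data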;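 further: plate controls were DMSO wells with enzyme for no effect and DMSO wells lacking enzyme for full effect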
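Test system: HK5 enzyme. Quantity: 5 µg/mL HK5 final. Reagent: glucose and ATP substrates. Schedule: 90 min reaction incubation at room temperature, dark. Technique: resazurin-to-resorufin fluorescence via G6PDH and diaphorase coupling, 525/613 nm. Control set: DMSO wells with and without enzyme mix.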
Jurkat NFkB inh: inhibitors of induced NF-kB luciferase reporter, primary screen, TCR NF-kB activation inhibitor project, cell-based, luminescence, uHTS. Jurkat, PMA/ionomycin-induced NF-kB luciferase reporter. hit rate 0.53% among 330,000. AID 435003, 2010. inhibition, % at 4 µM
SENP8 block: SENP8 protease inhibitors, primary screen, biochemical, luminescence | purified SENP8, Z-RLRGG-aminoluciferin cleavage | inhibition, % at 10 µM | hit rate 1.2% among 330,000 | Sentrin-specific protease 8 (Homo sapiens), Q96LD8
Target sequence (Q96LD8 whole entry, looked up): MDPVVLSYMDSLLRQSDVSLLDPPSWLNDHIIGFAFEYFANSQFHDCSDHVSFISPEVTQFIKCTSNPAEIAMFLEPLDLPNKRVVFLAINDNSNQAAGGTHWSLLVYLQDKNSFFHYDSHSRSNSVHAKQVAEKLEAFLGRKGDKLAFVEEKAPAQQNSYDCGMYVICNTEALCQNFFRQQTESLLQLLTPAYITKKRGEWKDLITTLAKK
Gli-Sufu block: Gli-Sufu pathway antagonists, primary screen, luciferase luminescence, Sufu-KO-LIGHT cells, uHTS; Sufu-KO-LIGHT fibroblasts, Gli luciferase reporter luminescence; inhibition, % at 5 µM; hit rate 0.74% among 340,000; AID 588413, 2011;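 active means inhibition above about 55%, limit read from the data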;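 further: 0% = DMSO-treated cells and 100% = wells with medium but no cells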
SENP7 block: SENP7 protease inhibitors, primary screen, biochemical, luminescence, uHTS; Sentrin-specific protease 7 (Homo sapiens), Q9BQF6; recombinant SENP7, Z-RLRGG-aminoluciferin luminescence, 40 min; inhibition, % at 5 µM; hit rate 1.5% among 330,000;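 active means inhibition above about 50% at the single test dose, limit read from the data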;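 further: plate controls were DMSO with enzyme for no effect and no enzyme buffer wells for full effect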
Target sequence (Q9BQF6 706-1050 limits assumed): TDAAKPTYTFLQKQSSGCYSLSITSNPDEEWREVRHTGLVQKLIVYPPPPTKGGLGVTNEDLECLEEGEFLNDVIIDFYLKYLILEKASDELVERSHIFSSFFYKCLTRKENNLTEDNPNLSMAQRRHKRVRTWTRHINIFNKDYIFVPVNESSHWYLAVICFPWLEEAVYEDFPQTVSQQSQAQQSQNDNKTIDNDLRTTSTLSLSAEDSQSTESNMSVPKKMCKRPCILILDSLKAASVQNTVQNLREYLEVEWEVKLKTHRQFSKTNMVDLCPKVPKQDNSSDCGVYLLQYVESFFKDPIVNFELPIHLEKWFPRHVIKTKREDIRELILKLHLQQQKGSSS
Apaf-1 inh: inhibitors of human Apaf-1 apoptosome, primary screen, biochemical, DEVD-Rh110 fluorescence, uHTS; reconstituted apoptosome caspase-3 activity; inhibition, % at 20 µM; hit rate 0.71% among 330,000; active means inhibition of at least 40% at 20 µM;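 further: plate controls were DMSO wells for no effect and DEVD-CHO caspase inhibitor wells for full effect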
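Material: reconstituted apoptosome with Apaf-1, cytochrome c, caspase-9, procaspase-3, dATP. Technique: Rh110 fluorescence intensity. Buffer or medium: pH 7.5 Hepes buffer with CHAPS, BSA, DTT. Times: 30 min plus 50 min, RT.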
697 NFkB inh: inhibitors of PMA/ionomycin-induced NF-kB reporter, 697 cells, primary screen, B-cell NF-kB inhibitor project, cell-based, luminescence, uHTS | hit rate 0.33% among 330,000 | AID 435022, 2010 | 697 B-cell NF-kB luciferase reporter, 16 h | inhibition, % at 4 µM; in the data active means inhibition above about 35%
Starred values were filed as active, the others as inactive; nt = no result given. Unless noted, no stated cut-off is given here; in the data, active means inhibition above about 50%; inactive means the rest.

structure	Apaf-1 inh	SENP7 block	UBC13 polyUb	HKDC1 inhibitor	Jurkat NFkB inh	SENP8 block	Gli-Sufu block	697 NFkB inh
Cc1cc(C)cc(NC(=O)Cn2cc3c(n2)CCCCC3)c1	7	7	-11	nt	4	2	nt	20
O=C(c1cc2c(s1)-c1ccccc1S(=O)(=O)C2)N1CCN(Cc2ccccc2)CC1	9	2	2	0	17	-14	-3	-40
Cc1cc(NC(=O)c2cc3n(n2)C(C(F)(F)F)CC(c2ccco2)N3)n(-c2ccccc2)n1 (configuration not stated)	10	-6	-6	3	30	-4	3	3
O=C(NCCc1ccc(Cl)cc1)C1(c2ccccc2)CC1	18	0	2	-2	2	-2	12	1
CC1CCN(C(=O)CN(c2ccccc2)S(=O)(=O)N(C)C)CC1	2	8	-1	-6	-23	-6	5	1
CC(C)(C)NC(=O)CN(Cc1ccc2c(c1)OCO2)C(=O)CNS(=O)(=O)c1ccc(F)cc1	9	-4	-3	-6	-8	-6	10	9
Cc1ccc(S(=O)(=O)N2CCC(C)CC2)cc1C(=O)NCCN1CCOCC1	-12	-2	2	-3	-8	-5	0	1
C/C(=N/NC(=O)c1cc2ccccc2cc1O)c1ccco1	17	47	-11	5	-31	52*	-63	-58
CN(CCc1ccccc1)C(=O)c1cccc(NC(=O)Cc2cccc([N+](=O)[O-])c2)c1	19	-1	8	0	-1	7	-26	-2
COc1ccc(-n2c(O)c(C=NCc3ccccn3)c3ccccc3c2=O)c(OC)c1	-8	6	-2	-1	-5	-4	5	18
Cc1ccc(NC(=O)CNCc2ccccc2Cl)cc1S(=O)(=O)N(C)C	8	4	1	-4	-6	-3	-6	-29
C#CCN(CC=C)C(=O)c1cccc(OC2CCN(S(C)(=O)=O)CC2)c1	-4	-2	-3	-8	1	9	1	10
O=C(CCNC(=O)c1ccc([N+](=O)[O-])cc1)NCCc1ccccc1	0	1	3	-5	-5	-6	12	0
COc1cc(C(=O)Nc2cccc(-c3nc4ncccc4o3)c2C)cc(OC)c1OC	14	-9	-2	-8	-9	-10	-9	14
Cc1cccc(CN2CCc3c([nH]c4ccccc34)C2CC(C)C)n1 (configuration not stated)	-3	8	3	-1	11	7	48	4
O=C(NCc1ccccc1)C1CCN(S(=O)(=O)N2CCCCCC2)CC1	0	-3	0	0	0	-3	-4	1
CC12c3ccccc3C(c3ccccc31)C1C(=O)N(Cc3cccnc3)C(=O)[C@H]12 (some centres not stated)	5	1	4	-13	-3	-7	2	8
Brc1cccc(/C=N/Nc2nn[nH]n2)c1	-4	3	-17	-8	1	-7	-4	8
Cc1nn(C)c(C)c1CN(C)C(=O)c1nn2c(c1Br)NC(c1cccs1)CC2C(F)(F)F (configuration not stated)	-1	3	1	-10	6	-3	12	11
CC1CN(c2ccc([N+](=O)[O-])c(NCCOc3ccccc3)c2)CCN1 (configuration not stated)	14	1	-22	17	-3	0	29	-9
Cc1ccc(CSc2nnc(SCC(=O)N/N=C/c3c(C)nn(-c4ccccc4)c3C)s2)cc1	34	55*	0	-10	-59	41	-22	3
CNC(=O)c1cc(C(=O)c2ccc(C(F)(F)F)cc2F)c[nH]1	4	0	12	-10	-7	4	-1	-5
Cc1nc(SCC(=O)NCC2CCCO2)c2c3c(sc2n1)CCCC3 (configuration not stated)	18	-12	20	-2	-12	-8	0	-20
CCc1nc(Nc2ccc3nccnc3c2)c2oc3ccccc3c2n1	-11	-8	7	0	20	-9	1	13

The final four compounds of the part above come first, to join the parts:
structure	Apaf-1 inh	SENP7 block	UBC13 polyUb	HKDC1 inhibitor	Jurkat NFkB inh	SENP8 block	Gli-Sufu block	697 NFkB inh
Cc1ccc(CSc2nnc(SCC(=O)N/N=C/c3c(C)nn(-c4ccccc4)c3C)s2)cc1	34	55*	0	-10	-59	41	-22	3
CNC(=O)c1cc(C(=O)c2ccc(C(F)(F)F)cc2F)c[nH]1	4	0	12	-10	-7	4	-1	-5
Cc1nc(SCC(=O)NCC2CCCO2)c2c3c(sc2n1)CCCC3 (configuration not stated)	18	-12	20	-2	-12	-8	0	-20
CCc1nc(Nc2ccc3nccnc3c2)c2oc3ccccc3c2n1	-11	-8	7	0	20	-9	1	13
O=C(O)CCCNc1ccc([N+](=O)[O-])c(NCCCC(=O)O)n1	-5	-3	-6	11	1	4	11	-41
N#Cc1c(-c2cccnc2)c2c([nH]c1=S)CCCC2	2	4	37	6	12	-5	-6	4
CN(c1ccc(OC(=O)CC2OC(=O)c3ccccc32)cc1)S(=O)(=O)c1ccccc1 (configuration not stated)	15	-15	1	6	-3	-28	-1	6
CCN1CCN(CCNC(=O)c2ccc3c(c2)N(Cc2cccc(Cl)c2)C(=O)c2ccccc2S3=O)CC1 (configuration not stated)	10	-2	12	-3	-18	-9	2	3
Cc1ccc(NC(=O)C2CCN(S(=O)(=O)c3c(C)nn(C)c3C)CC2)c(Cl)c1	2	4	-2	-5	-21	7	1	-38
Cc1ccc(-n2c(C)cc(/C=N/NC(=O)CC3(C)OCCO3)c2C)c(C)c1	6	13	-8	5	6	-4	6	-4
O=C(CN1CCCc2ccccc21)NCc1ccccc1Cl	5	-4	-2	-7	-6	-8	-2	4
O=C(CSc1nnc2ccccn12)Nc1nsc(-c2ccccc2)n1	0	0	-2	-4	0	-3	-11	1
CCOC(=O)c1cc(CC)sc1N1C(=O)CC(Sc2ccccc2C(=O)O)C1=O (configuration not stated)	14	11	-15	6	8	1	3	9
CSCCC(NC(=O)c1ccco1)C(=O)Nc1ccc(C)cn1 (configuration not stated)	-1	1	1	0	-1	-8	-5	5
COc1ccc(NC(=O)C(=O)NCCC2=CCCCC2)c(OC)c1	-2	1	-6	-12	-2	2	8	17
CCOc1ccccc1/C=N\Nc1cnn(Cc2ccccc2)c(=O)c1Cl	28	8	-8	-2	-17	1	-8	-2
Cc1cccc(NS(=O)(=O)c2nnc(NC(=O)c3ccccc3F)s2)c1	7	-13	-9	1	14	-7	-7	1
C=CCSc1nnc(NC(=O)CSc2nc3ccccc3[nH]2)s1	-16	8	3	12	5	-2	-7	-3
Nc1nc(SCC(=O)Nc2ccccc2-c2ccccc2)n[nH]1	10	-7	-18	-2	-12	-5	4	22
Cc1ccc(C2CC(c3cccs3)=NN2C(=O)CSc2nc(=O)n3cc(C)ccc3n2)cc1 (configuration not stated)	31	-7	-1	1	0	1	2	-11
O=C1CCC(C(=O)N2CCSCC2)CN1Cc1cccc(C(F)(F)F)c1 (configuration not stated)	0	11	-2	-8	-7	-4	2	7
Cc1cccc(C(=O)Nc2cccc(C(=O)Nc3cc(C)ccn3)c2)c1	0	1	-2	3	-20	2	-11	-23
CCOc1ccc(S(=O)(=O)N(C)c2ccc(OCC(=O)OCc3c(C)noc3C)cc2)cc1	24	-10	1	7	-13	1	4	-7
Cc1c(C#N)c2ccccc2n1CCOc1ccccc1F	-3	5	11	15	-7	-6	12	6
CSCCC(NS(=O)(=O)c1ccc(Cl)cc1)C(=O)OCc1cccc(Cl)c1 (configuration not stated)	22	4	3	10	-15	1	-10	-6
COc1cccc(-n2nnc3c(=O)n(Cc4ccccc4Cl)cnc32)c1	-1	8	2	-1	-8	-17	-24	-23
O=C(NC1CCCC1)C1CCC(CNS(=O)(=O)c2cccs2)CC1 (configuration not stated)	-11	9	8	0	-8	1	3	-7
Cc1ccc([N+](=O)[O-])cc1S(=O)(=O)NCc1cccnc1	5	-10	-13	-12	0	-10	0	0

Next section, overlapping the part above by 5 compounds.
structure	Apaf-1 inh	SENP7 block	UBC13 polyUb	HKDC1 inhibitor	Jurkat NFkB inh	SENP8 block	Gli-Sufu block	697 NFkB inh
Cc1c(C#N)c2ccccc2n1CCOc1ccccc1F	-3	5	11	15	-7	-6	12	6
CSCCC(NS(=O)(=O)c1ccc(Cl)cc1)C(=O)OCc1cccc(Cl)c1 (configuration not stated)	22	4	3	10	-15	1	-10	-6
COc1cccc(-n2nnc3c(=O)n(Cc4ccccc4Cl)cnc32)c1	-1	8	2	-1	-8	-17	-24	-23
O=C(NC1CCCC1)C1CCC(CNS(=O)(=O)c2cccs2)CC1 (configuration not stated)	-11	9	8	0	-8	1	3	-7
Cc1ccc([N+](=O)[O-])cc1S(=O)(=O)NCc1cccnc1	5	-10	-13	-12	0	-10	0	0
CC(=O)c1cc2c(cc1NC(=O)CCc1c(C)nc3ncnn3c1C)OCO2	-16	8	-3	-3	-5	10	-3	5
C/C(=N/O)c1ccccn1	-6	2	-3	-5	-1	-3	-7	3
O=C(CCc1nnc(Cc2cccc(C(F)(F)F)c2)o1)NCCc1ccccc1F	-3	2	5	1	-38	-6	0	-34
CCN(CC)C(=O)CSc1nc(O)c(Cc2ccc(OC)cc2)c(=O)[nH]1	13	-11	-4	-8	6	-8	nt	-20
CCOc1ccc2nc(N3CCCC(C(=O)NCCCN4CCCCC4)C3)sc2c1 (configuration not stated)	8	2	17	-2	-27	2	65*	-29
Cc1ccc(-c2nc(S(=O)(=O)c3ccc(C)cc3)c(N3CCOCC3)o2)cc1	7	2	4	2	-2	2	-17	10
CCN(C(=O)COC(=O)C1CCN(S(=O)(=O)c2ccc(C)c(C)c2)CC1)C1CCS(=O)(=O)C1 (configuration not stated)	5	1	1	2	-3	6	-2	19
COc1cccc(C(=O)O/N=C(\N)c2ccccn2)c1	-16	98*	7	-6	-84	95*	-72	-197
Cc1nn(C)c(C)c1CNC(=O)Nc1cccc(Cl)c1C	3	-12	-9	-1	-18	-7	-16	-26
CC1CCN(S(=O)(=O)c2ccc3c(c2)N(C)C(=O)CC(=O)N3C)CC1	-1	-7	-2	-4	6	2	-8	7
Cc1cc2c(sc3c(C)ccc(C)c32)c(C)n1	21	-9	2	2	-13	-6	1	-6
COc1ccc(N2CCN(C(=O)c3ccc(F)cc3)CC2)c([N+](=O)[O-])c1	-9	-1	-7	-7	11	4	4	15
